OXTR potentiator: human OXTR potentiation; CHO-OTR cells, Fluo-8 calcium fluorescence, potentiator mode; 0% = oxytocin EC15, 100% = EC100; 0.061% of 320,000 active; activation, % at 3 µM;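 active = activation above that plate's cutoff, the mean activation of tested compounds plus 3 SD, cut at about 6.6% in these data, passing the limit was not always enough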;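 also: 100% uses oxytocin at 75 nM as the full agonist control; some results filed as inactive read as strong as hits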
Target sequence (P30559 whole entry, looked up): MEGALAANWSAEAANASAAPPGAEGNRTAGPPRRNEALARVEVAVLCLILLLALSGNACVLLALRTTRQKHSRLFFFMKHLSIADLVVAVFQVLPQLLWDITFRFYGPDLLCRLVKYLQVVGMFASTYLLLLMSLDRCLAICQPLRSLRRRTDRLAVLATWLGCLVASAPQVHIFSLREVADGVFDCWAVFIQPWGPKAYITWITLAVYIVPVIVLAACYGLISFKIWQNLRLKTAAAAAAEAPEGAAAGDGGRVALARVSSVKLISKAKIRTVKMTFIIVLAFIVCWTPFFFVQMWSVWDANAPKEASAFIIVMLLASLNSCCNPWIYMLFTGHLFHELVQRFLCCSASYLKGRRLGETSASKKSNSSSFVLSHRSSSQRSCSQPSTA
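Measured by – Fluo-8 calcium dye fluorescence · Test system – human OTR in CHO cells · Dosing – one concentration, 3.0 µM compound · Controls – EC15 oxytocin alone as 0%, 75 nM oxytocin as 100% · Evaluation – normalized max/min fluorescence ratio, % activation · Timing – 6 min pre-incubation, 100 s read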
TAAR1 ag: agonists of human TAAR1; 0.99% of 360,000 active; CHO RD-HGA16 TAAR1, Fluo-8 calcium fluorescence; vehicle wells 0%, saturating PEA agonist 100%; AID 624467; activation, % at 3 µM;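 active = activation above the mean activation of all test compounds in the run plus 3 SD, cut at about 38% in these data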
Target sequence (Q96RJ0 whole entry, looked up): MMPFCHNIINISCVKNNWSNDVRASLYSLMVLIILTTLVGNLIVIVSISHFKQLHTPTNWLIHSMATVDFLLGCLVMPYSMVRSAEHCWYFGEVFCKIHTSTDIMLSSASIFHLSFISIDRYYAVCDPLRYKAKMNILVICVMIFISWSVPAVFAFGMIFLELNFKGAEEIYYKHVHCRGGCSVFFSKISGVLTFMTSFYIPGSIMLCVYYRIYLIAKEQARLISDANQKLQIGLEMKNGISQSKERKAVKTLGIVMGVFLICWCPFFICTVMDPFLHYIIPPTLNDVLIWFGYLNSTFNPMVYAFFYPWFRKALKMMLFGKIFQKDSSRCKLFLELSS
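Signal – calcium-sensitive Fluo-8 signal, excitation 470-495, emission 515-575 nm · System – RD-HGA16 (CHO) cells co-expressing Gα16 and hTAAR1 · Incubation – 17-24 h seeding, 75 min 37 °C dye, 30 min RT · Compound dosing – 3 µM single concentration · Repeats – no replicates (n 1)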
M1 PAM parental: counter-screen for M1 PAMs: effect in parental CHO-K1 cells. ATP EC20, Fluo-8 calcium fluorescence; 0% at ATP EC20, 100% at ATP max. activation, % at 3 µM. 0.02% of 360,000 active;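 active = activation above the run cutoff, the mean activation of all test compounds plus 3 SD, cut at about 40% in these data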;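 also: peak over basal fluorescence ratio in a 140 s read after ATP addition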
CHO-K1 Ca antag: counter-screen for M1 antagonists: effect in parental CHO-K1 cells; ATP-induced calcium, Fluo-8 fluorescence; inhibition, % at 3 µM; 0.6% of 360,000 active;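 active = inhibition above a per-plate cutoff, the plate's mean sample inhibition plus 3 SD, cut at about 24% in these data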;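 also: 0% = DMSO plus EC80 ATP and 100% = DMSO alone without ATP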
TAAR1 antagonist: human TAAR1 antagonism; 1.5% of 360,000 active; Q96RJ0; CHO RD-HGA16 TAAR1, Fluo-8 calcium fluorescence, antagonist; inhibition, % at 3 µM; AID 624466;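 active = inhibition above a per-plate cutoff, the mean inhibition of test compounds on that plate plus 3 SD, cut at about 49% in these data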;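 also: 0% = DMSO plus EC80 beta-PEA response and 100% = DMSO alone without agonist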
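Test system – hTAAR1-expressing CHO RD-HGA16 cells, Gα16-coupled · Reagent – β-PEA at EC80 concentration, post-compound challenge · Compound dosing – 3 µM, single point · Timing – 140 s kinetic read after compound, 140 s after agonist · Detection – Fluo-8 intracellular calcium dye fluorescence, real-time kinetic reads · Control set – DMSO and EC80 PEA controls · Repeats – n of 1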
V1R ag counter: counter-screen for oxytocin receptor agonists: human V1a receptor agonists; activation, % at 3 µM; AID 2797; P37288; CHO-V1R cells, Fluo-8 calcium fluorescence, agonist mode; 0% DMSO, 100% 3 nM vasopressin; 0.25% of 320,000 active;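 active = activation above the mean activation of all tested compounds plus 3 SD, per screening run, cut at about 20% in these data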;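 also: signal is peak over basal fluorescence ratio across a 100 second FLIPR read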
M1 ag parental: nonselective activator or artifact in parental CHO-K1 cells | Fluo-8 calcium fluorescence; scaled to maximal ATP response, vehicle zero | 0.48% of 360,000 active | activation, % at 3 µM; in the data active = activation above about 15%;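 also: untransfected CHO-K1 host cells lacking M1 receptor as counterscreen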
CHO parental Ca: signal in parental CHO cells, OX1R antagonist counter-screen. parental CHO-K1, ATP-induced calcium, Fluo-8 fluorescence. inhibition, % at 5.6 µM. 0.63% of 330,000 active;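 active = inhibition above that plate's mean sample inhibition plus 3 SD, cut at about 26% in these data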;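 also: 0% = ATP-challenged DMSO wells and 100% = DMSO wells without ATP; some compounds past the cut are filed as inactive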
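Measured by: calcium-sensitive Fluo-8 fluorescence / Test system: CHO parental line / Controls: ATP-challenged DMSO wells low, unchallenged DMSO wells high / Measure: % inhibition / Compound: single nominal dose of 5.6 µM per compound / Replicates: single well per compound, no replicates / Reagent: ATP as calcium-mobilizing challenge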
CHRM1 agonist: agonists of human M1 muscarinic receptor; P11229; CHO-K1 hM1, Fluo-8 calcium fluorescence, agonist mode; 0% DMSO, 100% acetylcholine EC100; activation, % at 3 µM; 0.33% of 360,000 active; AID 588814;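 active = activation above the run's mean compound activation plus 3 SD, cut at about 16% in these data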;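 also: peak over basal fluorescence ratio within a 140 s kinetic read after compound addition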
* = called active by the depositor; . = no result given.

entry	canonical_smiles	OXTR potentiator	TAAR1 ag	M1 PAM parental	CHO-K1 Ca antag	TAAR1 antagonist
1	C/C(=N\NC(=O)C(c1ccccc1)c1ccccc1)c1ccccn1	-2	2	15	-10	23
2	CC(C)NC(=O)Nc1ccc2c(c1)C(=O)N([C@@H](C)CO)C[C@H](C)[C@H](CN(C)S(=O)(=O)c1ccccc1)OCCCC[C@H](C)O2	.	0	20	-22	2
3	COc1ccc(NS(=O)(=O)c2cc(-c3cnc(C4CC4)o3)ccc2C)cc1	-7	-2	-8	-1	-15
4	CCS(=O)(=O)N1CCC(C(=O)NCc2ccco2)CC1	2	6	-9	1	-9
5	CC(=O)NCCNC(=O)c1ccc(-n2c(C)ccc2C)cc1	-14	1	-7	-20	-8
6	O=C(Cn1nc(C(F)(F)F)c2c1CCCCC2)N1CCOCC1	-4	6	22	-13	-2
7	COC(=O)c1cccc(NC(=O)CSc2nc3cccnc3n2C)c1	-23	15	-10	4	26
8	COc1ccccc1C(=O)N/N=C(\C)CC(=O)Nc1ccc2c(c1)OCCO2	-10	-4	-15	-15	-15
9	Cc1ccc(N(CC(=O)N2CCCCCC2)S(C)(=O)=O)cc1	.	1	22	-12	-1
10	COc1c(Cl)c(=O)oc2ccc(Cl)cc12	.	-1	16	-17	-3
11	COc1cc(O)c(C(CC(=O)N2CCCC(C)C2)c2cc(OC)c(OC)c(OC)c2)c(OC)c1 (stereo unspecified)	-13	21	11	7	7
12	COc1ccc(N(C(=O)c2snc(C(N)=O)c2N)C(C(=O)NC2CCCC2)c2cc(OC)ccc2OC)cc1 (stereo unspecified)	-6	-2	-16	2	-23
13	O=C(NC1CCCC1)C(c1ccccc1)N(Cc1ccc2c(c1)OCO2)C(=O)Cc1cccs1 (stereo unspecified)	-15	17	18	-5	51*
14	Cc1ccccc1C(=O)OC1CCCN(C)C1 (stereo unspecified)	3	4	3	1	-2
15	COC(=O)C(C)Sc1nnc(-c2ccncc2)o1 (stereo unspecified)	1	0	23	-7	20

entry	V1R ag counter	M1 ag parental	CHO parental Ca	CHRM1 agonist
1	-0.6	-0.1	-11	-5
2	.	0.6	.	-11
3	0.3	6.8	-11	-1
4	0.7	5.8	2	2
5	-0.1	0.7	0	-1
6	0.0	0.1	-7	-4
7	8.7	8.4	11	3
8	-0.8	0.2	-10	-1
9	.	0.5	.	-5
10	.	-0.1	.	-6
11	-0.6	-0.1	-13	-2
12	1.7	-0.8	-17	-1
13	2.4	2.5	-1	-1
14	0.9	0.0	0	-9
15	-0.1	0.5	-2	-4

Some of the entries so far, with one line to a screen.
12: COc1ccc(N(C(=O)c2snc(C(N)=O)c2N)C(C(=O)NC2CCCC2)c2cc(OC)ccc2OC)cc1 (stereo unspecified)
13: O=C(NC1CCCC1)C(c1ccccc1)N(Cc1ccc2c(c1)OCO2)C(=O)Cc1cccs1 (stereo unspecified)
14: Cc1ccccc1C(=O)OC1CCCN(C)C1 (stereo unspecified)
15: COC(=O)C(C)Sc1nnc(-c2ccncc2)o1 (stereo unspecified)
Screen / compound no. | 12 | 13 | 14 | 15
OXTR potentiator | -6 | -15 | 3 | 1
TAAR1 ag | -2 | 17 | 4 | 0
M1 PAM parental | -16 | 18 | 3 | 23
CHO-K1 Ca antag | 2 | -5 | 1 | -7
TAAR1 antagonist | -23 | 51* | -2 | 20
V1R ag counter | 1.7 | 2.4 | 0.9 | -0.1
M1 ag parental | -0.8 | 2.5 | 0.0 | 0.5
CHO parental Ca | -17 | -1 | 0 | -2
CHRM1 agonist | -1 | -1 | -9 | -4

Next part:
entry	canonical_smiles	OXTR potentiator	TAAR1 ag	M1 PAM parental	CHO-K1 Ca antag	TAAR1 antagonist
16	CCN(C(=O)COC(=O)CNC(=O)c1sc2ccccc2c1Cl)C1CCCCC1	-9	0	-11	4	-28
17	CC(C)C[C@H](NC(=O)c1nc[nH]c1C(=O)N[C@@H](CCCCNC(=O)OC(C)(C)C)C(=O)OC(C)(C)C)C(=O)OC(C)(C)C	-14	7	-13	11	-4
18	CC(=O)c1c(N2CCN(C)CC2)nc(=S)n(-c2cc(C)ccc2C)c1C	-5	3	26	-9	-4
19	Cc1ccc2c(c1)c1c(n2CC(O)CN2C(=O)CNC2=O)C(=O)CCC1 (stereo unspecified)	-3	3	-6	9	-23
20	COc1ccccc1-n1c(SCC(=O)NC(C)(C)C)nc(O)cc1=O	7	15	4	-8	-10
21	CCCC(C)NC(=O)C1CC(=O)N(CCc2ccc(F)cc2)C1 (stereo unspecified)	-5	1	11	-2	7
22	C=CCn1ccc(=O)nc1SC	.	2	-20	13	11
23	CC(NC(=O)CNC(=O)c1ccc2c(c1)OCO2)c1ccc(S(N)(=O)=O)cc1 (stereo unspecified)	3	5	-20	9	2
24	COc1ccc(N2CCN(CC(=O)Nc3cc(C)cc(C)c3)CC2)cc1	5	-3	4	-13	1
25	CN1CCN(C(=O)c2ccc(-c3cnn(C)c3)c3ccoc23)CC1	.	.	20	-6	.
26	CC(=O)N1CCN(C(=O)COC(=O)/C=C/c2ccccc2[N+](=O)[O-])CC1	-4	4	2	-12	-22
27	OC(c1nc2ccc(F)cc2[nH]1)C(O)c1nc2ccc(F)cc2[nH]1 (stereo unspecified)	-5	31	9	-16	-21
28	CC(=O)Nc1ccc(S(=O)(=O)NCCC(=O)NCCCc2ccccc2)cc1	1	7	-5	-9	-3
29	CC(C)(C)c1cccc(Cn2nnc3ccccc32)c1O	-16	10	-15	12	10
30	NNC(=O)[C@H]1C[C@@H]1c1ccccc1	-15	14	-12	6	-9

entry	V1R ag counter	M1 ag parental	CHO parental Ca	CHRM1 agonist
16	0.6	0.9	-30	-4
17	-1.3	-1.0	-29	0
18	0.2	1.3	-9	-11
19	-1.0	-0.1	-6	-1
20	0.4	0.1	-13	-2
21	0.0	0.6	1	-3
22	.	-0.4	.	0
23	1.1	-0.1	-10	-2
24	-0.2	0.0	-12	-6
25	.	0.4	.	-1
26	0.3	1.1	1	-1
27	1.4	0.6	-4	-1
28	0.1	0.2	-7	-4
29	4.0	2.9	2	1
30	-0.4	-0.2	-18	-7

Two entries from above, as labelled records:
[27] OC(c1nc2ccc(F)cc2[nH]1)C(O)c1nc2ccc(F)cc2[nH]1 (stereo unspecified)
  OXTR potentiator = -5
  TAAR1 ag = 31
  M1 PAM parental = 9
  CHO-K1 Ca antag = -16
  TAAR1 antagonist = -21
  V1R ag counter = 1.4
  M1 ag parental = 0.6
  CHO parental Ca = -4
  CHRM1 agonist = -1

[18] CC(=O)c1c(N2CCN(C)CC2)nc(=S)n(-c2cc(C)ccc2C)c1C
  OXTR potentiator = -5
  TAAR1 ag = 3
  M1 PAM parental = 26
  CHO-K1 Ca antag = -9
  TAAR1 antagonist = -4
  V1R ag counter = 0.2
  M1 ag parental = 1.3
  CHO parental Ca = -9
  CHRM1 agonist = -11

Shown as a hit in TAAR1 antagonist (from the list above):
| nr | SMILES | TAAR1 antagonist | CHRM1 agonist |
| --- | --- | --- | --- |
| 13 | O=C(NC1CCCC1)C(c1ccccc1)N(Cc1ccc2c(c1)OCO2)C(=O)Cc1cccs1 (stereo unspecified) | 51* | -1 |

New compounds follow.
entry	canonical_smiles	OXTR potentiator	TAAR1 ag	M1 PAM parental	CHO-K1 Ca antag	TAAR1 antagonist
31	NCCCC[C@H](NC(=O)C1CCNCC1)c1nnc([C@@H](N)CO)o1	-5	3	-10	17	-2
32	CCOc1ccc(Oc2ccc(-c3nnc(-c4ccccc4)o3)cc2[N+](=O)[O-])cc1	-7	7	20	-16	-4
33	Cc1cccc(C)c1OCC(=O)Nc1ncn[nH]1	-4	3	18	-10	11
34	CC(c1ccncn1)N(C)Cc1nc(-c2ccc(C(F)(F)F)cc2)no1 (stereo unspecified)	-10	2	8	1	-19
35	O=C(COC(=O)c1cc2ccccc2o1)NCc1ccco1	-5	2	7	-8	-16
36	COc1ccc(S(=O)(=O)N2CCOC23CCN(C(=O)c2c(F)cccc2Cl)CC3)cc1	-2	0	15	-9	-29
37	O=C(Cc1ccc([N+](=O)[O-])cc1)Nc1nccs1	-1	8	14	-8	-7
38	O=C(NCCO)c1cccc(-c2cccc3nncn23)c1	.	1	4	-3	-7
39	CCOC(=O)CC1C(=O)NCCN1S(=O)(=O)c1ccc(Cl)cc1Cl (stereo unspecified)	-12	8	17	-8	-17
40	C/C(CC(=O)Nc1ccc2c(c1)OCCO2)=N\NC(=O)c1ccccc1F	-10	4	9	-12	-9
41	CC(Oc1cccc(Cl)c1)C(=O)N1CCN(c2ncccn2)CC1 (stereo unspecified)	2	2	12	2	-1
42	CC(=O)N1CCC(C(=O)Nc2cc(C)cc(C)c2)CC1	-9	7	22	-14	-9
43	O=C(CSc1nc2ccccc2o1)Nc1nc2ccccc2s1	0	1	8	-15	17
44	CCOC(=O)C1(C)CCN1C(=O)c1ccccc1C (stereo unspecified)	.	3	10	-4	-18
45	COc1ccc(CCNc2nc(-c3cccc(NC(C)=O)c3)cs2)cc1OC	-11	4	18	-12	4

entry	V1R ag counter	M1 ag parental	CHO parental Ca	CHRM1 agonist
31	-0.6	0.1	-1	0
32	0.1	0.7	-7	-2
33	0.1	0.6	-1	-5
34	3.5	1.2	-14	-8
35	1.3	1.1	-17	-6
36	0.5	3.6	-16	-1
37	0.7	1.9	1	-1
38	.	0.7	.	-2
39	-0.4	0.6	3	-3
40	0.5	0.5	-9	1
41	1.1	7.2	-20	-3
42	0.2	0.8	-1	-3
43	-1.4	0.8	-4	-3
44	.	0.1	.	-2
45	2.5	8.4	3	-2

Next entries follow:
entry	canonical_smiles	OXTR potentiator	TAAR1 ag	M1 PAM parental	CHO-K1 Ca antag	TAAR1 antagonist
46	Cc1ccc(NCc2nnc(SCc3ccc(C#N)cc3)n2Cc2ccco2)c(C)c1	-6	-1	-4	-1	10
47	O=S(=O)(NC1CC2CCC1C2)c1ccc(Br)s1 (stereo unspecified)	-10	20	8	-11	16
48	CCCCC1OC2(C)OC(=N)C1(C#N)C(C#N)(C#N)C2c1ccccc1 (stereo unspecified)	6	2	-10	16	17
49	COc1ccc(/C=N/NC(=S)Nc2ccccc2)cc1COc1ccc(F)cc1F	-2	-1	8	8	5
50	O=C(CNC(=O)c1ccc(S(=O)(=O)N2CCCCC2)cc1)N/N=C/c1ccco1	-6	4	11	-1	-7
51	Cn1c(=O)n(C)c2cc(/C=N/NC(=O)c3cc4cc(Br)ccc4o3)ccc21	-12	1	8	-2	-19

entry	V1R ag counter	M1 ag parental	CHO parental Ca	CHRM1 agonist
46	-0.5	0.1	-17	-2
47	-1.6	-0.2	-24	-2
48	1.0	0.5	-12	0
49	-1.2	-0.4	-11	0
50	0.4	0.8	-11	-7
51	-0.4	0.9	-22	-4
